# Menin-MLL TR inh: menin-MLL binding inhibition, Texas Red mutant peptide | Menin + Texas Red MLL mutant peptide, fluorescence polarization | actives 0.23% (n = 270,000) | Potency, µM (titrated, usually from 61.6 µM), for the others: at the top dose FP activity change, negative = inhibition, most hits filed as inhibitors | O00255; active = well fitted inhibition curve with a large enough effect in the polarisation, with a control signal flat, not every such curve was filed as active; inconclusive = small, poorly fitted or top-dose-only effect, or effect the other way, or a change in a side signal; inactive = no such curve, though single readings can be large or run the other way; the % refers to the polarisation; also: potency is read from the fitted curve at half-maximal effect; % of control where 0% means no effect; many of its hits are not listed in these tables
# BCR signal inh: blocks chronic active B-cell receptor signaling | ABC-DLBCL IkBa-CBG/CBR reporter, luminescence ratio, 4 h | Potency, µM (doses to about 46.1 µM), without a hit: at the top dose ratio change, negative = lower green/red ratio, hits mostly inhibitors | actives 0.05% (n = 340,000) | AID 493014; active = well fitted inhibition curve with a large enough effect in the signal ratio, with a control signal flat, not every such curve was filed as active; inconclusive = small, poorly fitted or top-dose-only effect, or effect the other way, or a change in a side signal; the % refers to the signal ratio;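 also: potency is read from the fitted curve at half-maximal effect; plate controls were basal doxycycline-induced cells for no effect and cells given 10 µM MG132 for full effect; MG132 reads +100%, hits lower the ratio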
#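 TMD8 human ABC-DLBCL cells with doxycycline-inducible IκBα–green luciferase fusion and unfused red luciferase, in 0.5% FBS medium; compounds up to 46 uM, 4 h at 37C. Green/red luminescence ratio, filter-overlap corrected, fitted to concentration-response curves.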
# Mito fusion yeast: mitochondrial division inhibition or fusion activation | actives 0.23% (n = 320,000) | Potency, µM (titrated, usually from 46.1 µM), for inactives: at the highest dose growth rescue (activation), hits mostly activators | AID 485298 | S. cerevisiae fusion-defective mutant growth rescue, CellTiterGlo 48 h;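 also: potency is read from the fitted curve at half-maximal effect; % of control where 0% means no effect; nearly all actives have a fitted effect of over 45% in size; temperature-sensitive fusion mutants such as fzo1-1 at 37 °C on non-fermentable ethanol glycerol medium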
#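 Growth-rescue viability read-out: after 48 h at the non-permissive 37C in glycerol/ethanol YPEG, yeast mitochondrial fusion mutants are measured by CellTiterGlo luminescence; compounds (23 nl pinned per well) restoring growth score as division inhibitors or fusion activators.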
# hERG WT inh: inhibitors of human wildtype KCNH2 potassium channel; Q12809; U2OS, BacMam KCNH2, thallium flux FluxOr; stronger effect = lower value; activity change, % at 1.84 µM; actives 0.37% (n = 340,000);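 active = maximum activity change below -70%; inconclusive = maximum activity change between -70% and -50%; inactive = maximum activity change above -50%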; also: % is scaled to controls: 0 for no effect and ±100 for the full control effect
#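 U2OS cells were transduced with wild-type KCNH2 virus (2.03 x 10^8 / mL) for 4 h at room temperature, then cultured overnight at 37 C. Thallium flux was read with FluxOr dye. Rate constants were normalized to DMSO controls.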
# TSHR antag: antagonists of human thyroid stimulating hormone receptor; P16473; TSHR-expressing cells, TSH-stimulated cAMP HTRF, 2 h; stronger effect = lower value; activity change, negative = inhibition, % at 11.5 µM; actives 0.2% (n = 330,000); AID 504810;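 active = activity change below a set negative limit, meaning inhibition stronger than a set level, cut at about -70% in these data; inconclusive = activity change between two set negative limits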; also: % is scaled to controls: 0 for no effect and ±100 for the full control effect
#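 TSHR-expressing cells, 200/well, pre-treated with compound, then stimulated with EC80 TSH (4nM final) for 2 hours at 37 deg C. cAMP measured by competitive HTRF: anti-cAMP cryptate antibody in lysis buffer plus cAMP-d2, read after 30 minutes at room temperature.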
# PKM2 act: PKM2 (human) enzyme activation. purified PKM2, Kinase-Glo ATP luminescence, activation; response scale: 0% is enzyme alone, no compound. Potency, µM (top dose mostly 57.5 µM), for inactives: at the top dose activation, actives largely listed as activators. actives 0.34% (n = 260,000); also: potency is read from the fitted curve at half-maximal effect; % is scaled to controls: 0 for no effect and ±100 for the full control effect; nearly all actives have a fitted effect of over 55% in size
# Target sequence (P14618 whole entry, looked up): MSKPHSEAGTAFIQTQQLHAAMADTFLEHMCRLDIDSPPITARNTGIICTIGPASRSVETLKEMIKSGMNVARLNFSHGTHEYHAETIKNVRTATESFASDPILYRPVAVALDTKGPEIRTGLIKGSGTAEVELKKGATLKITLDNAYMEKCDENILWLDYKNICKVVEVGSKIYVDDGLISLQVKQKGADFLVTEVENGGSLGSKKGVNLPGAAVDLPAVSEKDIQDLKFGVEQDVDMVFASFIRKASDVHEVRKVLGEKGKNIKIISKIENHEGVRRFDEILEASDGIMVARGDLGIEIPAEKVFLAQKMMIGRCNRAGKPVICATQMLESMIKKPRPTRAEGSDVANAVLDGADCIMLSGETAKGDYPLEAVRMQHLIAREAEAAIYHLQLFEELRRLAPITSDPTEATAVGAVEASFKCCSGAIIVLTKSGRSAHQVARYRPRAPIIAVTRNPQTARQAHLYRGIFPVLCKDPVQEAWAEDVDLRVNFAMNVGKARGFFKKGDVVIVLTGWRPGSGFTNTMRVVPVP
#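 Purified hPK-M2 (>95%) run at intermediate activity with 0.1 mM ADP and 0.5 mM PEP in 50 mM imidazole pH 7.2, KCl, MgCl2; 1 h room temperature. ATP formed read by Kinase-Glo luminescence; normalized to uninhibited and no-enzyme controls.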
# Eya2 inh: blocks the phosphatase activity of human Eya2 | O00167 | recombinant Eya2, OMFP fluorescence dephosphorylation (OMFP is methylfluorescein phosphate) | Potency, µM (highest dose often 76.9 µM), without a hit: top-dose activity, negative = inhibition, most hits filed as inhibitors | actives 0.006% (n = 330,000) | AID 488837; also: potency is read from the fitted curve at half-maximal effect; % is scaled to controls: 0 for no effect and ±100 for the full control effect
#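 Eya2 (0.2 uM) preincubated 10 min at ambient with compound, then OMFP substrate added at 50 uM; 10 min reaction in 50 mM HEPES pH 7.5, 50 mM NaCl, 5 uM MgCl2, 0.05% BSA, 1 mM DTT. Fluorescence read at Ex 485/Em 525 nm.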
# GALK inhibitor: blocks human galactokinase activity; Purified GALK, Kinase-Glo residual ATP luminescence; P51570; actives 0.007% (n = 270,000); Potency, µM (doses to about 57.5 µM), inactives show at the highest dose activity change, negative = inhibition, hits mostly inhibitors; also: potency is read from the fitted curve at half-maximal effect; % is scaled to controls: 0 for no effect and ±100 for the full control effect
# Target sequence (P51570 whole entry, looked up): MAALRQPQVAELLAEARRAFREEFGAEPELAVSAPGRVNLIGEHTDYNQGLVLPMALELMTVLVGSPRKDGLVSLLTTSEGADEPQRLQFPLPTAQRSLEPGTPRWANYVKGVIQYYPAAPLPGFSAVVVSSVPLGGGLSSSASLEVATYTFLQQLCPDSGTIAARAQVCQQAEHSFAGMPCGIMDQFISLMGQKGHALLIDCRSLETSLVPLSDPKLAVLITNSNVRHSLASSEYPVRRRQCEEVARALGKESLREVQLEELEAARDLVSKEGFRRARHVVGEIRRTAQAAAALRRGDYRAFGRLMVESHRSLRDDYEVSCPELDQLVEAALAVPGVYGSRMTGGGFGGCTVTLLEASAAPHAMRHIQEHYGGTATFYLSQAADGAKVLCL
#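 ATP-depletion format; final 35 uM ATP, 100 uM D-galactose, 5 nM enzyme; pH 8.0 HEPES/Mg2+ buffer; 60 min RT; luminescence read 10 min after detection reagent.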
# USP2a inh: USP2a (human) protease inhibition. actives 0.01% (n = 330,000). O75604. USP2 core, Ub-CHOP2 coupled fluorogenic reporter, 485/531. Potency, µM (titrated, usually from 38.3 µM), inactives show at the top dose activity change, negative = inhibition, usual class: inhibitors. AID 463254;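 also: potency is read from the fitted curve at half-maximal effect; plate controls were DMSO wells for no effect and full inhibition by NEM control for full effect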
#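 Deubiquitinase activity read as fluorescence (485/531 nm) after Ub-CHOP2 cleavage activates the enterokinase reporter on its substrate; USP2 core 10nM, Ub-CHOP2 and substrate 25nM each, 30min compound preincubation then 60min RT; data normalized to NEM, curves fitted.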
# MBNL1 CUG block: MBNL1-poly(CUG) RNA binding inhibition | Potency, µM (series often up to 57.5 µM), inactives show top-dose activity change, negative = inhibition, actives largely listed as inhibitors | TR-FRET MBNL1-His/biotin-(CUG)12 binding, 665/545 ratio | actives 0.036% (n = 280,000) | Q9NR56; active = well fitted inhibition curve with a large enough effect in the signal ratio, with a control signal flat, not every such curve was filed as active; inconclusive = small, poorly fitted or top-dose-only effect, or effect the other way, or a change in a side signal; inactive = no such curve, though single readings can be large or run the other way; the % refers to the signal ratio; also: potency is read from the fitted curve at half-maximal effect; % is scaled to controls: 0 for no effect and ±100 for the full control effect
#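 MBNL1-His + Biotin-(CUG)12, cpd titration 92 nM–58 uM; Tb anti-His Ab 0.055 ng/ul, SA-XL665 5 nM (final); 60 min RT; ratiometric 665/545 nm, Ex 340 nm; normalized to buffer and full-complex controls.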
# S-ASM inh: blocks human secretory acid sphingomyelinase; placental ASM, HMU-PC fluorogenic substrate, 60 min; Potency, µM (doses to about 57.5 µM), inactives show top-dose activity change, negative = inhibition, actives largely listed as inhibitors; actives 0.006% (n = 340,000); AID 504937; also: potency is read from the fitted curve at half-maximal effect
#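 Human placenta-derived ASM preincubated with compound 10 min at room temperature, then reacted with 9 uM (final) fluorogenic HMU-PC substrate for 60 min at 37 C. Stop solution raises pH to 10; fluorescence read at Ex 386/Em 447 nm.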
# * = called active by the depositor; ? = inconclusive; · = no result given; [ ] = another dose, or the depositor's remark. Unless noted, calls follow the shape of the dose curve; as a rule, active = well fitted curve in the direction sought with a large enough effect; inconclusive = small, poorly fitted or top-dose-only effect, or another doubt; inactive = no such curve, though single readings can be large; an effect the other way counts as inactive or inconclusive. Only part of the results is shown; the hit share may differ from the screen's.
SMILES,Menin-MLL TR inh,BCR signal inh,Mito fusion yeast,hERG WT inh,TSHR antag,PKM2 act,Eya2 inh,GALK inhibitor,USP2a inh,MBNL1 CUG block,S-ASM inh
O=C(NC1CC2CCCC(C1)N2Cc1ccccc1)c1ccc([N+](=O)[O-])cc1 (stereo not drawn),3%,-1%,4%,-15,-7,3%,-9%,-2%,0%,?,-1%
Nc1nccc(-c2cccs2)n1,18%,5%,-4%,30,0,1%,1%,0%,-2%,14%,1%
CN(C)S(=O)(=O)c1cccc(NC(=O)COC(=O)/C=C/c2ccc(Br)o2)c1,·,13%,4%,5,-18,2%,-6%,-1%,2%,·,-15%
O=C(CC1C(=O)NCCN1Cc1c(F)cccc1Cl)NCCCOc1cccnc1 (stereo not drawn),-9%,-18%,7%,10,-7,·,8%,6%,1%,?,2%
O=C(CCl)N1CCN(S(=O)(=O)c2ccc3ccccc3c2)CC1,41%[activator],?,12%,5,-12,13µM*,3%,-2%,-1%,4%,-3%
COc1cc(/C=C2\C(=O)ON=C2c2ccccc2)cc(OC)c1OC,19%,9%,0%,-3,20,3%,3%,-1%,-1%,6%,-1%
CC(=O)c1ccc(OCCCC(=O)NCCc2ccc(C(F)(F)F)cc2)cc1,?,1%,-1%,1,-8,-5%,1%,0%,2%,0%,-6%
O=C(COc1ccccc1)Nc1ccncc1Cl,·,-1%,1%,-9,7,3%,7%,-4%,1%,-10%,2%
COC(=O)[C@@]1(C)[C@H]2C(=O)N(Cc3ccccc3)C(=O)[C@H]2[C@H]2CN=C(SCc3ccc(C)cc3)N21,·,-1%,·,2,-11,·,-2%,·,2%,·,-1%
Cc1cccn2c(=O)c3cc(C(=O)N(C)C)n(C)c3nc12,-8%,-10%,3%,0,-5,-2%,-7%,-1%,3%,14%,·
CCCCOc1ccc(C(=O)Oc2cccnc2)cc1,-11%,9%,-28%,-1,-5,·,12%,·,2%,-1%,3%
COc1ccc(CCNC(=O)CC(NC(=O)c2ccccc2Cl)c2ccccc2)cc1 (stereo not drawn),1%,0%,-8%,-10,-7,0%,-4%,2%,1%,-6%,2%
CCc1nc(Nc2cccc(O)c2)c2oc3ccccc3c2n1,?,?,27%,-8,-10,·,-5%,·,-4%,-2%,-11%
Cc1cc(F)c(F)c(C(=O)N2CCOCC2)c1Cl,-8%,1%,-2%,-5,-3,-5%,5%,2%,0%,-7%,0%
CCc1ccccc1NNC(=O)CCc1ccccc1,·,-16%,3%,-2,-1,-4%,28%,·,-1%,7%,2%
O=S(=O)(c1ccc(NC(=S)N2CCN(c3ccccc3F)CC2)cc1)N1CCOCC1,?,0%,6%,7,9,-14%,7%,0%,7%,-4%,0%
CCOC(=O)COc1nc(-c2ccccc2)cc(-c2ccco2)c1C#N,·,5%,3%,-2,0,-1%,8%,-2%,3%,7%,48%
Cc1csc2nc(O)c(C(=O)NCCN3CCOCC3)c(=O)n12,·,5%,-3%,-2,-3,·,17%,·,1%,·,3%
O=C(O)c1cc(-c2cc(C(=O)O)c3ccccc3n2)nc2ccccc12,6%,4%,-5%,·,0,·,-1%,·,1%,-1%,·
Cc1ccc(Sc2c(C)nn(C(=O)c3cccc(S(=O)(=O)N4CCOCC4)c3)c2C)cc1,4%,-28%,-4%,3,-10,4%,-2%,3%,-2%,0%,16%
Cc1nnc(SCC(=O)NC2CCCCCC2)n1N,·,?,-1%,-12,2,·,-2%,·,2%,·,0%
CNC(=S)NNc1nc(C)cc(C)n1,-19%,2%,4%,-9,-8,-31%,5%,0%,3%,4%,-4%
c1ccc2occc2c1,·,2%,·,-12,34,·,2%,·,2%,·,1%
Cc1ccccc1C(=O)NC1CCN(C(=O)Nc2ccc(F)cc2)CC1,1%,-1%,-7%,-2,-8,1%,0%,5%,-2%,-6%,0%
O=C(C1CC1)N1CCc2cc(Br)cc(S(=O)(=O)NCCCN3CCCCC3)c21,?,-2%,26%,1,-4,1%,-4%,14%,-1%,1%,0%
COc1ccccc1N(CC(=O)NCCSCc1cccc(C)c1)S(=O)(=O)c1ccccc1,·,?,-8%,-8,-12,-7%,-3%,-7%,3%,6%,0%
CCC(=O)NCCc1nc2ccccc2n1Cc1ccc(C)cc1,-13%,3%,1%,-1,31,0%,6%,0%,3%,-15%,2%
CCOC(=O)Cc1csc(NC(=O)Nc2cccc(Cl)c2)n1,8%,0%,15%,1,-10,-4%,1%,1%,3%,-5%,-1%
CC1CCN(S(=O)(=O)Cc2ccccc2Cl)CC1,0%,-7%,-1%,-35,16,5%,-19%,-1%,0%,-5%,-2%
CC1C(=O)N2CCCc3cc(NC(=O)C(=O)NCCCc4ccccc4)cc1c32 (stereo not drawn),·,-13%,-1%,-1,12,·,4%,·,-1%,·,-1%
COc1ccc(S(=O)(=O)Oc2ccccc2C(=S)N2CCOCC2)cc1,·,0%,-1%,·,3,-9%,-6%,-4%,0%,-6%,·
COc1cc(/C=C/[N+](=O)[O-])ccc1OCc1cccc(C(=O)O)c1,29%,?,-2%,13,-19,?,7%,-3%,?,-9%,3%
Clc1ccc(CSc2ncn[nH]2)cc1,4%,-3%,3%,4,10,-2%,11%,-1%,4%,6%,5%
Cc1nn(C)c(C)c1Nc1ccc(N2C(=O)C3C4C=CC(C4)C3C2=O)cc1[N+](=O)[O-] (stereo not drawn),-7%,0%,?,7,1,-4%,1%,0%,0%,?,0%
CC(=O)c1sc(NC(=O)C2CCN(c3ncnc4sc(C)c(C)c34)CC2)nc1-c1ccccc1,·,7%,?,-2,-5,·,-23%,·,-1%,·,·
Cc1ccc(-n2nc3c(c2NC(=O)c2ccco2)CS(=O)(=O)C3)c(C)c1,-25%,-5%,1%,-2,-10,-5%,5%,15%,1%,3%,4%
COC(=O)CNC(=O)c1ccc(NS(=O)(=O)c2cc([N+](=O)[O-])ccc2Cl)cc1,·,12%,3%,-2,-10,7%,-7%,-2%,2%,·,1%
O=C(CN1C(=O)NC2(CCCC2)C1=O)N1CCN(Cc2ccccc2)CC1,·,-2%,-5%,-2,1,·,10%,·,-1%,·,0%
Cc1cccc(Nc2nc(N)nc(CSC(=S)N3CCOCC3)n2)c1,6%,1%,1%,-8,-2,-11%,-4%,0%,5%,0%,1%
COc1ccc2c(c1)c(C(=O)O)c(C)n2-c1ccccc1,·,14%,1%,3,-6,1%,14%,-2%,2%,·,-4%
COc1cccc(OCC(=O)Nc2ccccc2NC(C)=O)c1,12%,1%,-1%,-3,14,-7%,-18%,-2%,2%,-1%,3%
C/C(=N\NC(=O)CN(c1ccccc1)S(=O)(=O)c1ccccc1[N+](=O)[O-])C(C)(C)C,5%,-1%,-4%,5,-3,-1%,-8%,-1%,3%,2%,1%
COc1ccc(CNCc2ccncc2)c(OC)c1,-3%,4%,3%,4,36,-6%,-1%,5%,2%,-11%,0%
CCCCN(C)C(=O)C1CCC(=O)N(c2cc(OC)c(OC)c(OC)c2)C1c1ccc(OC)cc1 (stereo not drawn),9%,-1%,0%,2,9,-5%,4%,-3%,-2%,-2%,1%
O=C(CN1C(=O)S/C(=C\c2cccs2)C1=O)Nc1ccc(O)c(C(=O)O)c1,·,-6%,-8%,-14,11,·,0%,-3%,-1%,?,0%
CCOC(=O)N1CCN(S(=O)(=O)c2ccc(F)cc2)CC1,-6%,2%,2%,-39,6,24%,-21%,3%,-1%,1%,-2%
Cc1cccc(OCC(=O)N/N=C\c2cn(C)c3ccccc23)c1,11%,-5%,-1%,-4,-22,1%,-10%,6%,-3%,13%,-7%

# Screening results deposited in PubChem BioAssay by National Center for Advancing Translational Sciences (NCATS).
